S3 lipid droplet = qHTS Assay for Lipid Storage Modulators in Drosophila S3 Cells | AID 2685, 2010 | Drosophila S3 cells, BODIPY lipid droplet fluorescence, 18-24 h; cells fed with added oleic acid | 0.64% of 320,000 active | Potency in µM for hits, for the others lipid storage change, negative = inhibition, % at the top dose, mostly 46.1 µM; active = well fitted inhibition curve with a large enough effect in the signal ratio, with a control signal flat, not every such curve was filed as active; inconclusive = small, poorly fitted or top-dose-only effect, or effect the other way, or a change in a side signal; the % refers to the signal ratio
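Laser-scanning cytometry quantifies lipid droplet accumulation (500–530 nm total intensity; droplet/cell object ratio) in oleic acid-fed (400 uM added) Drosophila S3 cells treated with a concentration series. 20 uM Triacsin C defined 100% inhibition.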
S3 lipid droplet cell count max = second read-out of S3 lipid droplet, no call of its own (marks repeat the call); cell number change, %; measured here: cell count max response;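 cells counted by Cell Tracker Red CMTPX staining in the red channel; peak over a dose series mostly up to 46.1 µM; percent activity relative to internal control wells on each plate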
* = called active by the depositor; i = inactive; ? = inconclusive; / = no result given. % is set by controls: 0 for no effect and ±100 for the full control effect; potency is the fitted concentration of half-maximal effect. Some of the compounds tested (hit frequency here may not be typical).

Values in the order: S3 lipid droplet, S3 lipid droplet cell count max
CCOC(=O)CNC(=O)N1CCCC(C(=O)c2cc(C)c(OC)c(C)c2)C1 (centres undefined)
  16.2%, 16.3
CCc1nc2oc3ccccc3c(=O)c2c(=O)n1Cc1ccccc1
  ?, /
CCC1C(=O)C(C)(C)C(=O)OC1c1ccc([N+](=O)[O-])cc1 (centres undefined)
  i, 13.5
Cc1nnsc1C(=O)NNC(=O)c1ccc(C(F)(F)F)cc1
  5.6%, -0.2
CCc1noc(C)c1C(=O)Nc1ccccc1C(C)(C)C
  ?, /
Cc1ccc(CCNC(=O)c2cc(-c3ccncc3)nc3ccccc23)cc1
  -9.4%, -4.4
Cc1cccn2cc(-c3ccc(F)cc3)cc12
  -7.4%, 5.7
CCn1nc(NS(=O)(=O)c2ccccc2[N+](=O)[O-])c2cc3cccc(C)c3nc21
  i, -0.3
CCC(Sc1nc(N)cc(=O)[nH]1)C(=O)NC(C(=O)OC)c1ccccc1 (centres undefined)
  ?, /
CC(=O)Nc1ccc(S(=O)(=O)NC(C)C(=O)NCCc2ccc(F)cc2)cc1 (centres undefined)
  ?, /

Random excerpt: 7 compounds from above
Values in the order: S3 lipid droplet, S3 lipid droplet cell count max
CCC1C(=O)C(C)(C)C(=O)OC1c1ccc([N+](=O)[O-])cc1 (centres undefined)
  i, 13.5
CCOC(=O)CNC(=O)N1CCCC(C(=O)c2cc(C)c(OC)c(C)c2)C1 (centres undefined)
  16.2%, 16.3
Cc1nnsc1C(=O)NNC(=O)c1ccc(C(F)(F)F)cc1
  5.6%, -0.2
Cc1ccc(CCNC(=O)c2cc(-c3ccncc3)nc3ccccc23)cc1
  -9.4%, -4.4
Cc1cccn2cc(-c3ccc(F)cc3)cc12
  -7.4%, 5.7
CCc1noc(C)c1C(=O)Nc1ccccc1C(C)(C)C
  ?, /
CCn1nc(NS(=O)(=O)c2ccccc2[N+](=O)[O-])c2cc3cccc(C)c3nc21
  i, -0.3

Next section.
Values in the order: S3 lipid droplet, S3 lipid droplet cell count max
COc1ccc2[nH]cc(CCNC(=O)CS(=O)(=O)Cc3ccccc3)c2c1
  ?, /
C=CCN(CC=C)C(=O)c1ccc(OC2CCN(C(C)=O)CC2)c(OC)c1
  -6.2%, -10.8
O=C(CN1C(=O)NC2(CCOc3ccccc32)C1=O)Nc1ccc(F)c(F)c1F (centres undefined)
  ?, /
Cc1cc(C)cc(N(CC(=O)NC2CC3CCC2C3)S(C)(=O)=O)c1 (centres undefined)
  ?, /
COc1ccc(CN(C(=O)c2ccco2)C2CC(C)N(C)CC2C)cc1 (centres undefined)
  12.1%, 2.9
Cc1cccc(S(=O)(=O)N2CN(Cc3ccco3)c3nc4ccccc4nc32)c1
  ?, /
O=C(c1ccc2c(=O)n3c(nc2c1)CCCCC3)N1CCc2ccccc21
  14.9%, 6.2
CC(C)N(C(=O)COC(=O)c1ccc(O)cc1)C(C)C
  ?, /
CC(C)c1nnc(NC(=O)CCC(=O)NC2CCCCCCC2)s1
  ?, /
O=C(CN1CCN(Cc2cccc(Cl)c2)C1=O)NCC1CCCO1 (centres undefined)
  ?, /
COc1ccccc1N1CCN(C(=O)c2ccccc2N(C)S(=O)(=O)c2ccc(C)cc2)CC1
  i, -12.3
COc1ccc(NC(=O)CSc2ncccn2)cc1S(=O)(=O)N1CCCCC1
  23.2%, -10.9
CCc1cccc(CC)c1NC(=O)C1CC(=O)N(c2ccc3c(c2)OCCO3)C1 (centres undefined)
  ?, /
CCN(Cc1ccccc1)C(c1cc2ccc(C)cc2[nH]c1=O)c1nnnn1CCOC (centres undefined)
  ?, /
COc1ccc(S(=O)(=O)c2c(O)c3ccc(C(=O)Nc4ccccc4Cl)cc3[nH]c2=O)cc1
  i, -18.8
CC(C)(C)c1ccc(CCC2OCC(CN3CCOCC3)O2)cc1 (centres undefined)
  ?, /
Cc1ccn2cc(CNC(=O)c3ccc(Br)o3)nc2c1
  ?, /
CC(CN1CCCC1)OC(=O)Cc1ccc(Cl)cc1 (centres undefined)
  ?, /
Cc1cc(C)n(CC(=O)NNC(=O)C2CC(=O)N(Cc3ccccc3Cl)C2)n1 (centres undefined)
  ?, /
COCCNC(=O)c1ccccc1NC(=O)c1cccc([N+](=O)[O-])c1C
  ?, /
CC1(C)Cc2c(C#N)c(N)sc(=S)c2CO1
  ?, /
Cc1ccc(C)c(-n2nnnc2SCC(=O)c2ccc3c(c2)NC(=O)CO3)c1
  ?, /
CC(SC1CCCC1)C(=O)Nc1ccnn1C(C)C (centres undefined)
  ?, /
CCCNC(=O)Cn1c(=O)n(CC(=O)N2CCCCC2)c(=O)c2sccc21
  i, -0.9
COc1ccnc(Oc2ccc3ccccc3c2)c1C#N
  i, 23.8
CCn1c(SCC(=O)Nc2ncc(C(F)(F)F)cc2Cl)nnc1-c1cccc(C)c1
  2.7%, 2.0
COc1ccc(/C=C2\SC(N3CCCCC3)=NC2=O)cc1OC
  6.1%, 10.7
COc1ccc(N(CC(=O)NN=C2CCCC2)S(=O)(=O)c2ccccc2)cc1Cl
  ?, /
CCCC(C)C(=O)Nc1nc(C)c(-c2csc(Nc3ccc(Cl)cc3)n2)s1 (centres undefined)
  ?, /
Cc1nc2ccccc2c(=O)n1/N=C/c1ccc(O)c(O)c1O
  ?, /
O=C(Nc1ccccn1)c1ccc(NC(=O)c2ccco2)cc1
  12.0%, 10.4
O=C(Cn1nc(C(=O)O)c2ccccc2c1=O)Nc1ccc2c(c1)OCO2
  ?, /
COc1ccccc1Oc1cn[nH]c1-c1ccc(O)cc1O
  -2.8%, -12.7
CCN(CC)C(=O)COCc1cc(-c2ccc3c(c2)OCO3)on1
  ?, /
COC(=O)NNC(=O)C1CCC(C)CC1 (centres undefined)
  -3.8%, 3.2
CCOC(=O)Cn1ncc2c3ccccc3n(CC(=O)OCC)c2c1=O
  ?, /
COc1ccc(N(C(=O)c2ccco2)S(=O)(=O)c2ccc(F)cc2)cc1
  3.1%, -0.7
CN1C(=O)N(C)C2(C)CC1(C)N(C)C(=O)N2C
  -2.8%, 0.0
CC/C(=N\NC(=S)Nc1cc(C)ccc1C)c1ccc(OC(F)F)cc1
  9.4%, 5.4
Cc1ccc(/C(COc2ccccc2O)=N\O)cc1
  i, /
O=C(CCN1C(=O)S/C(=C\C=C\c2ccccc2)C1=O)Nc1ccc(O)cc1
  i, 20.9
COc1ccc2c(c1)Cc1sc(NC(C)=O)nc1-2
  ?, /
COc1ccc(C(=O)NCC(=O)OCc2ccc(F)cc2Cl)cc1OC
  26.7%, 5.0
Cc1ccc(N(CCC#N)C(=O)COC(=O)c2ccccn2)cc1
  1.3%, /
O=C(NCc1ccccc1)C1=C[C@@H](c2ccc(C(F)(F)F)cc2)C[C@@H](OCc2ccc(CO)cc2)O1
  ?, /
S=C(NCCc1ccccn1)NC1CCCCC1
  8.5%, /
CC(C)C(C)NC(=O)COc1ccc([N+](=O)[O-])cc1Cl (centres undefined)
  8.0%, 11.4
COCCN(C(=O)CCC(=O)Nc1cc(C)on1)C(C(=O)NC1CCCC1)c1ccccc1F (centres undefined)
  ?, /
Brc1ccccc1-c1nnc(COc2cccc3cccnc23)o1
  ?, /
COc1cc(CN(C)CCc2ccccn2)cc(OC)c1OC
  13.8%, 8.7

The listing continues.
Values in the order: S3 lipid droplet, S3 lipid droplet cell count max
O=[N+]([O-])c1ccc(N2CCNCC2)c(S(=O)(=O)N2CCOCC2)c1
  ?, /
Cc1cccc2cc(C3CC(c4ccco4)=NN3C(=O)CCC(=O)O)c(Cl)nc12 (centres undefined)
  ?, /
Cc1nc(C)c(C(=O)C2=C(O)C(=O)N(CCN3CCOCC3)C2c2cccnc2)s1 (centres undefined)
  ?, /
Cc1cc(C)n(-c2cc(=O)n(C)c(=O)n2C)n1
  -0.1%, -8.5
COc1cc(CNn2c(C)n[nH]c2=S)cc(Br)c1OCc1ccc(F)cc1
  ?, /
CN(C)CCCNc1c2c(nc3cc(-c4cccc(F)c4)nn13)CCC2
  ?, /
CN(C)CCCN(C(=O)COc1ccccc1)c1nc2cc3c(cc2s1)OCO3
  i, -24.6
COc1ccc(NC(=O)c2csc3c2CCCCC3)c(OC)c1
  1.3%, 9.3
CCOc1cc(N2CCOCC2)c(OCC)cc1NC(=O)CN1CCCC(C)C1 (centres undefined)
  5.4%, 13.8
N#Cc1cc2ccccc2n2nnnc12
  ?, /
COc1ccc(-n2nnnc2-c2ccc(S(C)(=O)=O)cc2Cl)cc1
  -1.9%, 4.4
CN(C)S(=O)(=O)c1ccc(N2CCCC2)c(C(=O)Nc2nc3c(ccc4ccccc43)s2)c1
  ?, /
O=C(NCCN1CCCCC1)c1cc(COc2c(F)cccc2F)on1
  i, 26.7
COC(=O)c1cc(=O)n(-c2c(Cl)cc(C(F)(F)F)cc2Cl)[nH]1
  5.7%, -19.2
Cc1ccc(C)c(N2CCN(C(=O)c3cc(S(=O)(=O)N4CCCC4)cn3C)CC2)c1
  ?, /
COc1cc2c(cc1NC(=O)CSc1ccccn1)oc1ccccc12
  -0.7%, 16.4
CCC(C)(C)C(=O)Nc1nnc(CCc2ccccc2)s1
  i, -0.5
Cc1cc(NC(=O)CCC(=O)N(Cc2ccco2)C2(C(=O)NC3CCCC3)CCCCC2C)no1 (centres undefined)
  ?, /
CCCOc1ccc(C(=O)CCC(=O)OCC(=O)Nc2cc(C)on2)cc1
  ?, /
O=C(O)/C=C/c1cnn(-c2ccccc2)c1
  ?, /
Cc1cc(N/N=C/c2ccccc2Cl)nc(NCc2ccccc2)n1
  ?, /
Cn1c(=O)c2c(ncn2CC(=O)OCC(=O)Nc2ccc(F)cc2F)n(C)c1=O
  ?, /
O=C(C1=NN(c2ccccc2)C2C(=O)N(c3ccccc3)C(=O)C12)c1ccccc1 (centres undefined)
  ?, /
Cc1nn(CC(=O)c2ccc(Br)s2)c(C)c1[N+](=O)[O-]
  ?, /
COc1cc(C#Cc2c(-c3ccccc3OC)oc3ccccc23)cc(OC)c1
  14.5%, -12.8
Cc1cc(C)n(-c2ccc(C(=O)OCC(=O)Nc3cc(S(C)(=O)=O)ccc3Cl)cc2)n1
  ?, /
COc1ccccc1/C=C(\C#N)C(=O)Nc1ccc(S(N)(=O)=O)cc1
  ?, /
Cc1oc2c(CN3CCCC3)c(O)ccc2c(=O)c1-c1ccc(Cl)cc1
  3.3%, -3.0
CCC(Oc1ccccc1)C(=O)N1CCN(c2ccccn2)CC1 (centres undefined)
  i, /
COc1ccc(C2C(C#N)=C(C)NC3=C2C(=O)CC(C)(C)C3)c(OC)c1 (centres undefined)
  ?, /

Sorted by length of the SMILES (high to low): part of the list above.
Values in the order: S3 lipid droplet, S3 lipid droplet cell count max
CCCNC(=O)Cn1c(=O)n(CC(=O)N2CCCCC2)c(=O)c2sccc21
  i, -0.9
CCOC(=O)Cn1ncc2c3ccccc3n(CC(=O)OCC)c2c1=O
  ?, /
COc1cc2c(cc1NC(=O)CSc1ccccn1)oc1ccccc12
  -0.7%, 16.4

(continued)
Values in the order: S3 lipid droplet, S3 lipid droplet cell count max
Cc1ccc(S(=O)(=O)NCC(=O)Nc2ccc3c(c2)OCO3)cc1
  ?, /
Cc1ccccc1NC(=O)c1cccc(OCc2c(C)noc2C)c1
  ?, /
O=C(CC(CC(=O)c1ccc(Cl)cc1)c1ccccc1C(=O)O)c1ccc(Cl)cc1
  -14.9%, 26.1
O=C(NC(=S)Nc1cccc(Cl)c1Cl)C1CC1
  ?, /
Cc1nc(C(=O)N2CCOCC2)sc1C1(C)CC(c2ccccc2)=NO1 (centres undefined)
  -1.8%, 10.0
O=C1c2ccccc2C(=O)N1CC#CCN1CCN(C2CCCCC2)CC1
  ?, /
CCCCn1nnnc1NCc1cccnc1
  ?, /
O=C(COc1cccc(NC(=O)c2cccc([N+](=O)[O-])c2)c1)c1ccc(Br)cc1
  ?, /
CN(c1ccccc1)S(=O)(=O)c1cccc(NC(=O)c2cncc(Br)c2)c1
  ?, /
Cc1ccc(C(=O)NC(C)c2ccccc2)o1 (centres undefined)
  0.6%, 8.8
Cc1ccc(C(=O)OCC(=O)NCc2cccs2)cc1S(=O)(=O)N1CCOCC1
  -6.7%, -14.9
CC(C)N(Cc1ccccc1)C(=O)COC(=O)C1CCN(c2ccc(C(F)(F)F)cn2)CC1
  ?, /
CC(=O)Nc1ccc(-c2nc3ccccc3c(=O)o2)cc1
  ?, /
CC(C)(C)NC(=O)N1CCN(c2nc3ccc(Cl)cc3s2)CC1
  ?, /
CC1CN(C(=O)c2cc(S(=O)(=O)N3CCCC3)c(Cl)cc2Cl)CC(C)O1 (centres undefined)
  ?, /
COc1ccccc1OCCOCCN1CCCC1
  i, 13.3
Cc1ccc(C(C)(C)C)c(OCCOCCN2CCCC2)c1
  -13.5%, -2.8
CCN(CC)S(=O)(=O)c1ccc(Cl)c(NC2=NCCCCC2)c1
  ?, /
COc1cccc2cc(C(=O)C3=C(O)C(=O)N(CCN4CCOCC4)C3c3cccs3)oc12 (centres undefined)
  -11.7%, -19.0
Cc1c(NC(=O)CSc2nnc(-c3cccnc3)n2N)c(=O)n(-c2ccccc2)n1C
  ?, /
COc1ccc(C(=O)NCC(=O)N/N=C/c2cccnc2)cc1
  -13.9%, 11.6
Cc1ccc(-n2nnnc2/C=C\Nc2cc(C)on2)cc1
  ?, /
COc1ccc(N2CC(NS(=O)(=O)c3cccnc3)CC2=O)cc1 (centres undefined)
  ?, /

Screens deposited in PubChem BioAssay by National Center for Advancing Translational Sciences (NCATS).
